From PubChem BioAssay
PGC1a acetyl inh = lowers PGC1a acetylation signal in U2OS cells; AlphaScreen anti-acetyl-lysine; with virally co-expressed GCN5 acetyltransferase; inhibition, % at 15.6 µM; actives 0.17% (n = 350,000); AID 651687;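 active = every replicate shows inhibition of at least 40%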;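 note: 0% = neutral control wells and 100% = positive control wells; some results beyond the cut were filed as inactive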
PAX8 reporter = inhibitors of PAX8 transcriptional activity in RMG-I cells; RMG-I TPO-luciferase reporter, SteadyGlo, 24 h; actives 1.2% (n = 360,000); AID 652154; inhibition, % at 12.6 µM;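 active = mean replicate inhibition at least 60% with every replicate also reaching 60%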;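 note: luciferase light reporting Pax8 driven TPO promoter activity; plate controls were median of neutral control wells for no effect and mitoxantrone controls for full effect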
Cneo AK release = Cryptococcus neoformans lysis via adenylate kinase release; C. neoformans lysis, adenylate kinase release luminescence, 4 h; normalised: neutral wells 0, clomiphene wells 100; lysis activity, % at 15 µM; actives 0.2% (n = 360,000);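 active = mean lysis activity across replicates of at least 80%, whatever share of replicates individually reach that level; inactive = mean lysis activity below 80%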
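Assay system: C. neoformans cells. Amount: yeast cell density of 5 × 10^6 cells/mL. Technique: AK luminescence. Buffer or medium: YPD. Times: static 4 h at 37 °C with compound, 1 h detection. Dosing: single-point compound dose. Read-out: lysis from increased AK signal.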
EWS-Fli block = EWS/Fli transcriptional activity inhibition; inhibition, % at 12.6 µM; AID 651661; A673 NR0B1-luciferase reporter, viability-normalised; actives 0.67% (n = 350,000);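 active = mean inhibition of at least 50% after viability correction, with every replicate also passing that limit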;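 note: firefly luciferase signal divided by Alamar Blue viability fluorescence both relative to DMSO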
Casp6 inh = inhibitors of human caspase-6. P55212. purified caspase-6, Z-VEID-R110 cleavage fluorescence. inhibition, % at 12.5 µM. actives 0.53% (n = 350,000). AID 686996;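 active = mean inhibition across replicates at least about 35%, with every replicate also reaching that limit, limit read from the data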;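 note: 0% = median of neutral control wells and 100% = no fluorescence left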
Target sequence (P55212 24-179 limits assumed): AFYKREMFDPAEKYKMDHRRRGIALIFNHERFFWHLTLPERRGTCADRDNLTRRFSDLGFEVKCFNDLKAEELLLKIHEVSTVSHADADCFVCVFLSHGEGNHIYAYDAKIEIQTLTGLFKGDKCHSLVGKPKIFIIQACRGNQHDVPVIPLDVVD
Target sequence (P55212 194-293 limits assumed): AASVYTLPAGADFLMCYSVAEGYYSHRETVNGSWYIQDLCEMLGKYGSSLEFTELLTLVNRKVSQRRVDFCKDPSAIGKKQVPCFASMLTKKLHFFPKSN
LGR2 inh = inhibitors of bursicon-induced Drosophila LGR2 receptor cAMP signaling. AID 720647. inhibition, % at 9.99 µM. HEK293 LGR2, CRE-luciferase, bursicon-stimulated, 4 h. actives 0.35% (n = 380,000);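 active = drop in luminescence signal, shown as inhibition above about 50% in the replicate tests, limit read from the data, passing the limit was not always enough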;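 note: agonist challenge used bursicon conditioned medium at about half maximal strength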
miR-122 sensor = inhibitors of miR-122 in Huh7 cells; activation (reporter increase), % at 12.5 µM; Huh7 miR-122 Renilla luciferase sensor, 48 h; neutral wells = 0, positive control = 100; actives 0.3% (n = 340,000);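 active = mean replicate activation score at least 90 and every replicate individually at or above 90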;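 note: higher luciferase means less miR-122 activity so hits act as miR-122 inhibitors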
FN deposit inh = fibronectin deposition inhibition. AH1F fibroblasts, Alexa488-fibronectin deposition fluorescence, overnight. inhibition, % at 12.6 µM. actives 0.086% (n = 350,000);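 active = mean inhibition across replicates of 30% or more, regardless of how many single replicates reach that level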;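 note: positive control wells lacked labelled fibronectin entirely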
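Material – AH1F fibroblast monolayer, labelled fibronectin deposition · Reagent – labelled fibronectin 24 nM · Timing – 1 h adhesion, overnight exposure · Measured by – fluorescence at 485 nm excitation, 525 nm emission · Read-out – inhibition of fibronectin deposition signal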
Active calls of the source: *; / = not tested or not shown; & = joins results of further samples; [ ] = remark or other dose.

Structure | PGC1a acetyl inh | PAX8 reporter | Cneo AK release | EWS-Fli block | Casp6 inh | LGR2 inh | miR-122 sensor | FN deposit inh
Cc1cc(=O)oc2cc(OCC(=O)NC3CC(C)(C)NC(C)(C)C3)c(Cl)cc12 | / | -23 | -1 | / | -3 | -6 | -5 | -14
Cc1cccc(NC(=O)CNC(=O)[C@H]2O[C@@H](n3ccc(=O)[nH]c3=O)[C@H](O)[C@@H]2O)c1C | -17 | -8 | 1 | -9 | 6 | / | 0 | -8
CO[C@H]1CN(C)C(=O)c2ccc(NC(=O)NC(C)C)cc2OC[C@@H](C)NC[C@@H]1C | / | -9 | 2 | 6 | -1 | 13 | 1[16.7 µM] | 4
CN(C)c1ccc2c(c1)[C@@H]1C[C@@H](CC(=O)NCc3ccccc3F)O[C@H](CO)[C@@H]1O2 | 0 | / | -1 | -6 | 6 | -2 | 4[16.7 µM] | /
COc1ccccc1CNC(=O)CCC(=O)N1CC(C)Sc2ccccc21 (stereo unspecified) | / | -3 | 0 | 8 | 2 | -5 | 0 | 16
CC1(NC(=O)CSc2nnc(-c3c[nH]c4ccccc34)n2C2CC2)CCS(=O)(=O)C1 (stereo unspecified) | -2 | 13 | -2 | 5 | -3 | -17 | 2 | -7
CN(C)S(=O)(=O)c1cccc(NC(=S)NCc2ccco2)c1 | 8 | 2 | / | -3 | -5 | -8 | / | -2
CCOC(=O)N1CCN(C(=O)CCl)CC1 | -4 | 20 | / | 17 | -3 | -3 | / | -3
CCOc1ccccc1N1C(=O)c2ccc(S(=O)(=O)c3ccc(C(=O)O)cc3)cc2C1=O | / | -2 | 0 | 6 | 3 | 2 | / | -3
Cc1noc(C)c1S(=O)(=O)Nc1ccc2c(c1)C(=O)N([C@@H](C)CO)C[C@H](C)[C@H](CN(C)S(C)(=O)=O)OCCCC[C@@H](C)O2 | 12 | / | -1 | -3 | -1 | 5 | 10[16.7 µM] | /
CCOc1ccccc1N1CCN(C(=O)c2cc(S(=O)(=O)N(C)C)ccc2N2CCCC2)CC1 | 10 | 5 | 13 | -6 | -86 | 6 | -2 | -5
Cc1ccc(S(=O)(=O)N(CC(=O)Nc2ccc(Cl)cc2)C(=O)N2CCN(C)CC2)cc1 | 5 | 7 | 0 | -5 | 1 | -21 | -1 | 3
CCCC(C)NC(=O)CSc1nnc(-c2c[nH]c3ccccc23)o1 (stereo unspecified) | 3 | -8 | / | -2 | 1 | 7 | / | -2
COc1ccc2c(c1)-c1c(ssc1=S)C(C)(C)N2S(=O)(=O)c1ccc(C)cc1 | / | 20 | / | 28 | / | 2 | / | 7
CCCCNC(=S)N(C)/N=C/c1c(F)c(F)c(F)c(F)c1F | / | -8 | / | / | / | 12 | -11 | 3
CCC(C)(C)NC(=O)C(c1ccc(F)cc1)N(CCOC)C(=O)CCC(=O)Nc1nccs1 (stereo unspecified) | -2 | 2 | 0 | 1 | 2 | 6 | -1 | 3
Cc1ccc(C(=O)O/N=C(\N)c2ccccn2)c(C)c1 | / | / | -17 | 77* | 1 | 101* | 0 | -3
Cc1ccccc1CNC(=O)c1ccccc1NS(C)(=O)=O | / | 10 | / | -61 | / | 23 | / | 6
COc1ccccc1S(=O)(=O)N[C@H]1CC[C@@H](CCNC(=O)C2CCC2)O[C@@H]1CO | -13 | 0 | 0 | -10 | 2 | 3 | / | /
CC1CCCN(C(=O)COC(=O)COc2ccc(Cl)cc2)C1 (stereo unspecified) | / | 10 | / | -6 | 3 | 2 | / | -1

One compound at a time, from the list above. Order of values: PGC1a acetyl inh | PAX8 reporter | Cneo AK release | EWS-Fli block | Casp6 inh | LGR2 inh | miR-122 sensor | FN deposit inh
Cc1cc(=O)oc2cc(OCC(=O)NC3CC(C)(C)NC(C)(C)C3)c(Cl)cc12 is listed as / | -23 | -1 | / | -3 | -6 | -5 | -14
CCOc1ccccc1N1CCN(C(=O)c2cc(S(=O)(=O)N(C)C)ccc2N2CCCC2)CC1 is listed as 10 | 5 | 13 | -6 | -86 | 6 | -2 | -5

(next part)
Structure | PGC1a acetyl inh | PAX8 reporter | Cneo AK release | EWS-Fli block | Casp6 inh | LGR2 inh | miR-122 sensor | FN deposit inh
COc1ccc2c(C=O)cn(C)c2c1 | 14 | -14 | 1 | 8 | -3 | -33 | / | -8
CCOC1=C2[C@H](c3ccccc3F)N(S(=O)(=O)c3ccc(C)cc3)C[C@H]2n2c(=O)n(-c3ccccc3)c(=O)n2C1 | -8 | 15 | 9 | 0 | -1 | 3 | 58 | /
CN(C(=O)c1ccccc1C(=O)OCC(=O)NCc1ccccc1)C1CCCCC1 | / | 20 | / | -2 | / | -3 | / | 8
Cc1ccc(/C=C/C(=O)OCC(=O)NCc2ccc(Cl)cc2)o1 | 8 | -8 | 1 | 3 | 3 | 28 | 2 | 8
CC1CC(=O)C2=C(C1)Nc1ccccc1SC2c1ccc(F)cc1 (stereo unspecified) | 4 | -9 | 0 | -40 | 0 | 6 | 6 | 6
C[C@H]1CN([C@@H](C)CO)C(=O)c2cc(C#CCN(C)C)cnc2O[C@@H]1CN(C)S(=O)(=O)c1cn(C)cn1 | -7 | / | 54 | 11 | 0 | 14 | -4[16.7 µM] | /
COc1ccc(NC(=O)C2=NN(C3CCS(=O)(=O)C3)C(=O)CC2)cc1S(N)(=O)=O (stereo unspecified) | -7 | 0 | 0 | 1 | 0 | -14 | 7 | -7
O=C1CN(C(=O)COc2ccccc2F)c2ccccc2N1 | / | -7 | 4 | / | / | -22 | -7 | 2
CC1(C)CC(=O)c2sc(NC(=O)CN3CCOCC3)nc2C1 | 0 | / | 3 | / | / | / | -5 | -13
C/C=C/c1cnc2c(c1)C(=O)N([C@@H](C)CO)C[C@@H](C)[C@@H](CN(C)S(=O)(=O)c1ccc(OC)cc1)O2 | 8 | / | -2 | -14 | 2 | -16 | 7[16.7 µM] | /
COc1cc(CCC(=O)OCC(=O)Nc2ccc(C)cc2Cl)cc(OC)c1OC | / | -10 | 0 | -1 | 1 | -9 | / | 4
CC(=O)NC[C@H]1[C@@H](c2ccc(-c3cccnc3)cc2)[C@@H](CO)N1C(=O)C1CC1 | 3 | -14 | 1 | -5 | 0 | 0 | 7[16.7 µM] | /
COc1ccc(CN(C)C[C@H]2Oc3ccc(NC(=O)Nc4ccc(F)cc4)cc3C(=O)N([C@@H](C)CO)C[C@@H]2C)cc1 | 15 | -18 | 1 | 5 | -1 | 5 | 35[16.7 µM] | /
CC1CN(C(=S)NC(=O)c2ccc(Cl)cc2)CC(C)O1 (stereo unspecified) | 8 | 1 | 9 | 9 | 3 | -14 | / | 0
CCCCN1CC[C@H]2C=CC[C@@H](C(=O)NCCc3ccccc3)[C@H]2C1=O | / | -11 | -2 | -8 | / | -15 | -7 | -23
CC1CCCN(C(=O)CN2C(=O)c3ccccc3C2=O)C1 (stereo unspecified) | / | / | 3 | / | 0 | 2 | 0 | -3
Cc1cc2ncn(S(=O)(=O)c3ccc(F)cc3)c2cc1C | / | -33 | 1 | -4 | -3 | 1 | 13 | 3
COc1cc(NC(=O)c2cc(C)on2)cc(OC)c1OC | -1 | / | / | 8 | -3 | 3 | 10 | /
CCOc1ccccc1Nc1nc2ccc(C)cc2n2cnnc12 | 9 | 14 | 1 | -31 | -2 | 18 | 2 | 3
Cc1ccccc1NC(=O)c1sc2nc[nH]c(=O)c2c1C | 0 | / | 0 | / | / | 8 | 4 | -5
CCOc1ccc(S(=O)(=O)N(C)c2ccc(OCC(=O)NCC3CCCO3)cc2)cc1 (stereo unspecified) | -13 | 1 | -2 | 7 | -1 | -2 | -4 | 6
COc1ccc(N2CCN(S(=O)(=O)c3ccc4c(c3)N(C(C)=O)CCO4)CC2)cc1 | 14 | 4 | 1 | 10 | 1 | 1 | -3 | 0
COc1ccc(CCN2CC(C(=O)NCCc3ccccc3C(F)(F)F)CCC2=O)cc1 (stereo unspecified) | 1 | -26 | / | -65 | -1 | -24 | -10 | -13
O=C(COC(=O)c1ccc(F)c([N+](=O)[O-])c1)NC(=O)NCc1ccccc1 | -3 | 3 | -1 | 9 | 13 | / | / | -6
C[C@@H]1CCCCO[C@H](CN(C)S(=O)(=O)c2ccccc2)[C@@H](C)CN([C@H](C)CO)C(=O)c2cc(NC(=O)Nc3ccccc3)ccc2O1 | 10 | -5 | 51 | 2 | 0 | 9 | -3[16.7 µM] | -3
C[C@H](CO)N1C[C@H](C)[C@@H](CN(C)S(=O)(=O)c2cn(C)cn2)Oc2ccc(NS(=O)(=O)c3ccccc3)cc2C1=O | 34 | -28&-11 | -2 | -23&-13 | 3&-8 | 2 | / | 5
COc1ccc(-c2c(=O)n(OCc3ccccc3[N+](=O)[O-])c3ccccc3[n+]2[O-])c(OC)c1 | -1 | 14 | / | 2 | 8 | -6 | 6 | 16
CC(C)=C1C2CCC1C1C(=O)N(c3nccs3)C(=O)C21 (stereo unspecified) | 3 | 23 | -3 | -5 | -1 | / | 5 | 3
CNC(=O)/C(C#N)=C/c1c(N2CCN(c3ccccc3)CC2)nc2c(C)cccn2c1=O | -2 | -2 | 1 | -15 | 1 | -6 | 9 | 10
Cc1oc(CC(C)C)cc1C(=O)Nc1cccc2ccccc12 | -2 | / | 1 | / | / | 4 | -2 | /
Cc1ccsc1/C=N/n1c(-c2ccccn2)n[nH]c1=S | / | -4 | -1 | 17 | -2 | -12 | / | 0
OC1O[C@H](c2ccc3c(c2)OCO3)[C@H]2CO[C@H](c3ccc4c(c3)OCO4)[C@@H]12 (stereo partly specified) | / | -3 | -2 | -3 | -3 | -33 | 43 | 3
COc1ccc(NC(=O)Nc2ccc3c(c2)C(=O)N([C@@H](C)CO)C[C@@H](C)[C@@H](CN(C)S(C)(=O)=O)OCCCC[C@@H](C)O3)cc1 | -2 | -4 | -2 | 6 | 4 | 6 | 7[16.7 µM] | /
O=C(c1ccc(N2CCOCC2)nc1)N1CCCCC1 | 3 | / | -8 | -3 | 0 | -4 | -5 | /
CC(C)N(Cc1nc(-c2ccccc2)no1)C(=O)c1ccc2c(c1)OCO2 | -1 | / | 5 | 1 | -2 | -9 | / | /
C[C@H](CO)N1C[C@H](C)[C@H](CN(C)C(=O)Nc2ccc3c(c2)OCO3)Oc2ccc(NS(=O)(=O)c3cccs3)cc2CC1=O | -5 | / | 2 | -13 | 3 | 1 | 5[16.7 µM] | /
O=[N+]([O-])c1cccc(S(=O)(=O)N/N=C\c2ccc3c(c2)OCO3)c1 | / | -49 | 5 | / | 2 | -58 | -3 | /
O=S(=O)(c1ccccc1)N(CC1CO1)c1cccc2ccccc12 (stereo unspecified) | 0 | 5 | / | 20 | 0 | 2 | 4 | -8
Cc1ccc(S(=O)(=O)Nc2ccc3c(c2)C(=O)N([C@@H](C)CO)C[C@H](C)[C@H](CN(C)Cc2ccc(C(F)(F)F)cc2)OCCCC[C@@H](C)O3)cc1 | -4 | 102* | 3 | 9 | 0 | 14 | -5[16.7 µM] | -10

Entries above shown as hits in LGR2 inh.
SMILES	PGC1a acetyl inh	Casp6 inh	LGR2 inh	miR-122 sensor
Cc1ccc(C(=O)O/N=C(\N)c2ccccn2)c(C)c1	/	1	101*	0
